EBV LMP1 NFkB: reduces LMP1-driven NF-kappaB luciferase signal; LMP1-induced NF-kappaB luciferase reporter cells, luminescence; inhibition, % at 12.5 µM; 0.69% of 350,000 active; in the data active means inhibition above about 41%;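 further: 0% = neutral control wells and 100% = reference inhibitor control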
TRAIL sens C8: caspase-8 TRAIL sensitization; NB7+C8 cells + TRAIL, ATPlite viability luminescence; 1% of 360,000 active; inhibition (viability loss, TRAIL sensitization), % at 10 µM; AID 624354;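 active means compounds causing at least 50% loss of cell viability in the single-dose screen, relative to plate controls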
NR2F2 inh: inhibitors of human COUP-TFII (NR2F2); P24468; HEK293T NGFI-A luciferase reporter, luminescence; inhibition, % at 8.6 µM; 0.7% of 370,000 active;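 active means inhibition above a per-plate cutoff, mean inhibition of test wells between control levels plus 3 SD, cut at about 38% in these data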;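 further: cells cotransfected with COUP-TFII expression vector driving the NGFI-A reporter; 0% = median of COUP-TF2 test wells and 100% = reporter-only cells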
NOD2 RIPK2 PPI: inhibitors of human NOD2-RIPK2 interaction | CHO BLA complementation NOD2-RIPK2, CCF4 ratio | inhibition, % at 4.98 µM | AID 624267 | O43353 | 0.38% of 360,000 active; in the data active means inhibition above about 21%;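 further: 0% = vehicle only and 100% = reference blocker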
SRC3 inh: human NCOA3 inhibition; Q9Y6Q9; 0.17% of 360,000 active; HEK293 GAL4-SRC3 luciferase reporter, luminescence; inhibition, % at 3.6 µM; AID 588352;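 active means inhibition above a per-campaign cutoff, the mean of all compounds plus 3 SD, cut at about 60% in these data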;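 further: 0% = DMSO-treated cells and 100% = gossypol-treated cells at 36 µM; higher means less SRC3-driven luciferase light from the GAL4 reporter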
NCOA2 inhibitor: inhibits human steroid receptor coactivator 2. AID 651957. inhibition, % at 9 µM. HEK293 GAL4-SRC2 luciferase reporter, luminescence. 0.17% of 370,000 active. Q15596;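 active means inhibition above the mean inhibition of all tested compounds plus 3 SD, set per campaign, cut at about 52% in these data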;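 further: 0% = DMSO treated cells and 100% = cells given Gossypol at 36 µM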
TROY signal inh: TROY signaling inhibition. Q293 LMP1-TROYcd NF-kB luciferase reporter, 4 h. inhibition, % at 10 µM. 0.98% of 360,000 active;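 active means compounds whose plate-normalised and pattern-corrected inhibition of the luciferase reporter signal at the single screening dose is 50% or more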
LRH-1 inv ag: NR5A2 inverse agonism in reporter assay | O00482 | HEK293T StAR-luciferase reporter, LRH-1 transfected, 24 h | inhibition, % at 3.6 µM | 0.13% of 360,000 active | AID 602396;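 active means inhibition above the mean inhibition of all tested compounds plus 3 SD, cut at about 73% in these data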;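 further: 0% = DMSO wells and 100% = reporter-only cells lacking LRH-1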
SRC1 inh: inhibitors of human steroid receptor coactivator 1 (SRC1); Q15788; HEK293 GAL4-SRC1 luciferase reporter, luminescence; inhibition, % at 3.6 µM; 0.12% of 360,000 active; AID 588354;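 active means inhibition above the campaign mean plus 3 SD, with each screening campaign given its own cutoff, cut at about 60% in these data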;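 further: 0% = DMSO treated cells and 100% = gossypol at 36 µM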
Target sequence (Q15788 whole entry, looked up, the tested form may be a part): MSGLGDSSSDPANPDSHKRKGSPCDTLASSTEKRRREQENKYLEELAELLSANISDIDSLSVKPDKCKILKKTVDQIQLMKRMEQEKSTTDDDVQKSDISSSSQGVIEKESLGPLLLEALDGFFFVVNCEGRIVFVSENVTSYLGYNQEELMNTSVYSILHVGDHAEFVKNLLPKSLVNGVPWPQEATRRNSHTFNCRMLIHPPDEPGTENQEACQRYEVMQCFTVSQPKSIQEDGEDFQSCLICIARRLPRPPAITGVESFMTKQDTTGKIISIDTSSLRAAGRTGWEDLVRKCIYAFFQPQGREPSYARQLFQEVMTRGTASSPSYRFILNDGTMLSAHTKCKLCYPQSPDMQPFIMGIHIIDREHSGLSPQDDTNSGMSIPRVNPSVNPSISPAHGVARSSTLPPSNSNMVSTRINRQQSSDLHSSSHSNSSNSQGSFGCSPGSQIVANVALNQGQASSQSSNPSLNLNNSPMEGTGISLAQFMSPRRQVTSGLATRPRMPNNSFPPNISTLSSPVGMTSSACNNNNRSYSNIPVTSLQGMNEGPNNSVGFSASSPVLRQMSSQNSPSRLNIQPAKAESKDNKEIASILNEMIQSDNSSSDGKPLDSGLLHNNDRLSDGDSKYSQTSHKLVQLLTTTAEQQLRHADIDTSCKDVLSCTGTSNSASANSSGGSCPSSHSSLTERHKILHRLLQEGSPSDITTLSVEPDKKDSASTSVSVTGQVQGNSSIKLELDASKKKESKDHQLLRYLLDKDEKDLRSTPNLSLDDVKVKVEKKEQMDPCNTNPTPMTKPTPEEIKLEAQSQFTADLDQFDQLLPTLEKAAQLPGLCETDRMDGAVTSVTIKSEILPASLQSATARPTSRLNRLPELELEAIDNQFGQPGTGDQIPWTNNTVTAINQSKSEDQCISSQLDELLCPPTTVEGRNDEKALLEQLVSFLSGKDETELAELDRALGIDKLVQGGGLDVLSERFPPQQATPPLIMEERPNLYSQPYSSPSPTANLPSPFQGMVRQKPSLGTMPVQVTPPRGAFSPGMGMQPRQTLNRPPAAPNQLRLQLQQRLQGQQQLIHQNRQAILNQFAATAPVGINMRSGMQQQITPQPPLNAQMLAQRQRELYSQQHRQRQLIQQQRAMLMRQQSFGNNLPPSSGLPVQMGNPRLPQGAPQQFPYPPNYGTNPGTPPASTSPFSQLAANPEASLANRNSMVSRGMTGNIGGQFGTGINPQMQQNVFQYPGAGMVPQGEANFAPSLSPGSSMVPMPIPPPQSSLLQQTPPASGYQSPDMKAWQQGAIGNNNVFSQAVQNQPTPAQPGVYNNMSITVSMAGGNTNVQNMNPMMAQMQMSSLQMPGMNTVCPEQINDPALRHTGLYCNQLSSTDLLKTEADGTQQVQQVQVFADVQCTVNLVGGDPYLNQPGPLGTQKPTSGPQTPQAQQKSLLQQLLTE
TWEAK-Fn14 inh: TWEAK-Fn14 signaling inhibition; TWEAK-stimulated Fn14 reporter cells, luciferase luminescence, 8 h; inhibition, % at 10 µM; 2% of 360,000 active; AID 1159606; in the data active means inhibition above about 50%
TLR9-MyD88 block: blocks human TLR9 binding to MyD88. Q9NR96+Q99836. CHO BLA complementation TLR9-MyD88, CCF4 FRET ratio. inhibition, % at 4.98 µM. 0.21% of 340,000 active;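 active means inhibition above the mean over all tested compounds plus 3 SD, cut at about 21% in these data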;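 further: 0% = DMSO only wells and 100% = clavulanate BLA inhibitor control wells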
The depositor's hits bear a star. An excerpt (hit frequency here may not be typical).

What do the screens show for `O=C(NCCc1ccccc1)c1cnc2ccccn2c1=O`?
EBV LMP1 NFkB: 9; TRAIL sens C8: 32; NR2F2 inh: -48; NOD2 RIPK2 PPI: -15; SRC3 inh: -91; NCOA2 inhibitor: -67; TROY signal inh: -6; LRH-1 inv ag: -162; SRC1 inh: -113; TWEAK-Fn14 inh: 41; TLR9-MyD88 block: 0

Results for O=C(CSc1nnc(-c2cccnc2)s1)Nc1ccccc1 ?
EBV LMP1 NFkB: -3; TRAIL sens C8: -12; NR2F2 inh: 16; NOD2 RIPK2 PPI: -7; SRC3 inh: 2; NCOA2 inhibitor: 0; TROY signal inh: -5; LRH-1 inv ag: -16; SRC1 inh: -24; TWEAK-Fn14 inh: 1; TLR9-MyD88 block: 7

How did NC(=O)CC(NC(=O)c1ccc(Br)cc1)c1ccc(NC2CCCCC2)c([N+](=O)[O-])c1 (configuration not stated) do in these assays?
EBV LMP1 NFkB: 14; TRAIL sens C8: -2; NR2F2 inh: -5; NOD2 RIPK2 PPI: 11; SRC3 inh: -1; NCOA2 inhibitor: -4; TROY signal inh: -5; LRH-1 inv ag: -15; SRC1 inh: -10; TWEAK-Fn14 inh: -2; TLR9-MyD88 block: -1

Results for CCc1ccc(NS(=O)(=O)c2cc3c4c(c2)CCN4C(=O)CC3)cc1 ?
EBV LMP1 NFkB: -2; TRAIL sens C8: 16; NR2F2 inh: -6; NOD2 RIPK2 PPI: -1; SRC3 inh: -23; NCOA2 inhibitor: -14; TROY signal inh: -5; LRH-1 inv ag: -9; SRC1 inh: -11; TWEAK-Fn14 inh: -4; TLR9-MyD88 block: -4

What do the screens show for `CC1CCCC(C)N1C(=O)COC(=O)CNC(=O)c1ccccc1F` (configuration not stated)?
EBV LMP1 NFkB: -8; TRAIL sens C8: 12; NR2F2 inh: 5; NOD2 RIPK2 PPI: -10; SRC3 inh: 3; NCOA2 inhibitor: -7; TROY signal inh: 9; LRH-1 inv ag: -6; SRC1 inh: -19; TWEAK-Fn14 inh: -5; TLR9-MyD88 block: -6

How did CC(=O)c1cccc(S(=O)(=O)N2CCC(C(=O)NC3CCCC3)CC2)c1 do in these assays?
EBV LMP1 NFkB: 0; TRAIL sens C8: -10; NR2F2 inh: 9; NOD2 RIPK2 PPI: -13; SRC3 inh: -1; NCOA2 inhibitor: -20; TROY signal inh: -8; LRH-1 inv ag: -7; SRC1 inh: -5; TWEAK-Fn14 inh: -10; TLR9-MyD88 block: -5

What do the screens show for `CCCCCNC(=O)CC1Nc2c3ccccc3nc(=S)n2C1=O` (configuration not stated)?
EBV LMP1 NFkB: -1; TRAIL sens C8: -21; NR2F2 inh: 13; NOD2 RIPK2 PPI: -1; SRC3 inh: 12; NCOA2 inhibitor: -3; TROY signal inh: 2; LRH-1 inv ag: 12; SRC1 inh: -23; TWEAK-Fn14 inh: 6; TLR9-MyD88 block: -9

How did COc1cc(C2C3C(=O)N(Cc4ccccc4)C(=O)C3ON2c2ccccc2)cc(OC)c1OC (configuration not stated) do in these assays?
EBV LMP1 NFkB: 7; TRAIL sens C8: -10; NR2F2 inh: -15; NOD2 RIPK2 PPI: 2; SRC3 inh: -9; NCOA2 inhibitor: 8; TROY signal inh: 5; LRH-1 inv ag: 4; SRC1 inh: 13; TWEAK-Fn14 inh: -1; TLR9-MyD88 block: -21

What do the screens show for `COc1ccc(-c2ccc(C(=O)Nc3cccc(F)c3)c3occc23)c(C)c1`?
TRAIL sens C8: 27; NR2F2 inh: -32; NOD2 RIPK2 PPI: -17; SRC3 inh: -82; NCOA2 inhibitor: -51; TROY signal inh: 58*; LRH-1 inv ag: -65; SRC1 inh: -68; TWEAK-Fn14 inh: 50

What do the screens show for `O=C(C1CC(=O)N(c2ccccc2)C1)N1CCC(c2nc3ccccc3[nH]2)CC1` (configuration not stated)?
EBV LMP1 NFkB: 0; TRAIL sens C8: -1; NR2F2 inh: 11; NOD2 RIPK2 PPI: 1; SRC3 inh: -5; NCOA2 inhibitor: -7; TROY signal inh: 0; LRH-1 inv ag: -11; SRC1 inh: 2; TWEAK-Fn14 inh: -4; TLR9-MyD88 block: -3

Results for Cc1csc(NC(=O)c2cccs2)n1 ?
EBV LMP1 NFkB: -23; TRAIL sens C8: 14; NR2F2 inh: -37; NOD2 RIPK2 PPI: -6; SRC3 inh: -66; NCOA2 inhibitor: -56; TROY signal inh: -20; LRH-1 inv ag: -61; SRC1 inh: -74; TWEAK-Fn14 inh: -14; TLR9-MyD88 block: -9

Results for CCC(C)(C(=O)NC1CCCC1)N(Cc1ccco1)C(=O)c1ccc2c(c1)OCO2 (configuration not stated) ?
EBV LMP1 NFkB: 3; TRAIL sens C8: -8; NR2F2 inh: -2; NOD2 RIPK2 PPI: -7; SRC3 inh: 28; NCOA2 inhibitor: -9; TROY signal inh: 10; LRH-1 inv ag: 28; SRC1 inh: 13; TWEAK-Fn14 inh: -34; TLR9-MyD88 block: 2

Results for CC1CCN(CCOc2cccc(Br)c2)CC1 ?
EBV LMP1 NFkB: 6; TRAIL sens C8: 5; NR2F2 inh: 5; NOD2 RIPK2 PPI: -3; SRC3 inh: 16; NCOA2 inhibitor: 4; TROY signal inh: -7; LRH-1 inv ag: 21; SRC1 inh: -17; TWEAK-Fn14 inh: 8; TLR9-MyD88 block: 8

How did O=C1CSc2ccc(C(=O)NCCC3=CCCCC3)cc2N1 do in these assays?
EBV LMP1 NFkB: -16; TRAIL sens C8: -9; NR2F2 inh: -51; NOD2 RIPK2 PPI: 1; SRC3 inh: -26; NCOA2 inhibitor: -10; TROY signal inh: -30; LRH-1 inv ag: -57; SRC1 inh: -53; TWEAK-Fn14 inh: -36; TLR9-MyD88 block: -7

What do the screens show for `O=C(N/N=C1/CC2C=CCC12)c1cccs1` (configuration not stated)?
EBV LMP1 NFkB: -4; TRAIL sens C8: -1; NR2F2 inh: -21; NOD2 RIPK2 PPI: 1; SRC3 inh: -152; NCOA2 inhibitor: -70; TROY signal inh: -41; LRH-1 inv ag: -108; SRC1 inh: -113; TWEAK-Fn14 inh: -11; TLR9-MyD88 block: -11

How did Cc1cc(C(=O)Nc2ccc3c(c2)OCCO3)co1 do in these assays?
EBV LMP1 NFkB: -2; TRAIL sens C8: 48; NR2F2 inh: -56; NOD2 RIPK2 PPI: -4; SRC3 inh: -70; NCOA2 inhibitor: -24; TROY signal inh: -20; LRH-1 inv ag: -113; SRC1 inh: -94; TWEAK-Fn14 inh: 7; TLR9-MyD88 block: -1

How did C[C@H](O)[C@@H]1CN2CCc3c([nH]c4ccccc34)[C@@H]2C[C@@H]1N(C)C(=O)c1ccco1 do in these assays?
TRAIL sens C8: 10; NR2F2 inh: -2; NOD2 RIPK2 PPI: -11; SRC3 inh: 2; NCOA2 inhibitor: 4; TROY signal inh: -7; LRH-1 inv ag: 4; SRC1 inh: 0; TWEAK-Fn14 inh: 12

How did O=C(Nc1ccc(F)cc1)N[C@H]1CC[C@H](CCNS(=O)(=O)c2cccc(Cl)c2)O[C@@H]1CO do in these assays?
TRAIL sens C8: 2; NR2F2 inh: 12; NOD2 RIPK2 PPI: 10; NCOA2 inhibitor: -12; LRH-1 inv ag: -10

What do the screens show for `O=C(Nc1ccc(S(=O)(=O)NC2=NCCCCC2)cc1)c1ccc(Cl)cc1Cl`?
EBV LMP1 NFkB: 10; TRAIL sens C8: 2; NR2F2 inh: 14; NOD2 RIPK2 PPI: 9; SRC3 inh: -8; NCOA2 inhibitor: 16; TROY signal inh: 41; LRH-1 inv ag: -9; SRC1 inh: 5; TWEAK-Fn14 inh: 21; TLR9-MyD88 block: 4

Results for CO/N=C/c1ccc(N2CCN(C(=O)c3cccc(Cl)c3)CC2)c([N+](=O)[O-])c1 ?
EBV LMP1 NFkB: 10; TRAIL sens C8: 6; NR2F2 inh: -9; NOD2 RIPK2 PPI: -10; SRC3 inh: 14; NCOA2 inhibitor: 21; TROY signal inh: 28; LRH-1 inv ag: 15; SRC1 inh: -1; TWEAK-Fn14 inh: 25; TLR9-MyD88 block: 0

How did Cc1ccc(-n2nnnc2-c2cnoc2-c2cccc(F)c2)cc1 do in these assays?
EBV LMP1 NFkB: -1; TRAIL sens C8: -3; NR2F2 inh: 10; NOD2 RIPK2 PPI: -2; SRC3 inh: -11; NCOA2 inhibitor: -6; TROY signal inh: 10; LRH-1 inv ag: 18; SRC1 inh: 4; TWEAK-Fn14 inh: 3; TLR9-MyD88 block: -4

What do the screens show for `Cc1ccc(S(=O)(=O)N2CCOCC2)cc1C(=O)OCC(=O)NC1CCCCC1`?
EBV LMP1 NFkB: -3; TRAIL sens C8: 6; NR2F2 inh: -9; NOD2 RIPK2 PPI: 1; SRC3 inh: 12; NCOA2 inhibitor: 5; TROY signal inh: 1; LRH-1 inv ag: 20; SRC1 inh: 13; TWEAK-Fn14 inh: -13; TLR9-MyD88 block: 1

Results for CN(C(=O)COC(=O)c1ccc(=O)n(Cc2ccccc2)n1)C1CCCCC1 ?
EBV LMP1 NFkB: -4; TRAIL sens C8: 2; NR2F2 inh: 7; NOD2 RIPK2 PPI: -8; SRC3 inh: 9; NCOA2 inhibitor: -2; TROY signal inh: 9; LRH-1 inv ag: 6; SRC1 inh: -9; TWEAK-Fn14 inh: 7; TLR9-MyD88 block: -2

What do the screens show for `CN(C)C(=O)c1cccc(-c2cnc3c(NC=O)cc(-c4ccc(N(C)C)cc4)cn23)c1`?
TRAIL sens C8: 25; NR2F2 inh: 6; NOD2 RIPK2 PPI: 8; SRC3 inh: -20; NCOA2 inhibitor: -25; TROY signal inh: -8; LRH-1 inv ag: 7; SRC1 inh: -3; TWEAK-Fn14 inh: 21

Results for CC1(c2nc3ccccc3[nH]2)CCC(=O)N1Cc1cccs1 (configuration not stated) ?
TRAIL sens C8: 7; NR2F2 inh: -12; NOD2 RIPK2 PPI: 8; SRC3 inh: 13; NCOA2 inhibitor: 13; TROY signal inh: 7; LRH-1 inv ag: -3; SRC1 inh: 1; TWEAK-Fn14 inh: 7

Results for COC(=O)c1c(-c2ccc(OC)cc2)sc2cc3c(cc12)OCO3 ?
EBV LMP1 NFkB: -33; TRAIL sens C8: 6; NR2F2 inh: -38; NOD2 RIPK2 PPI: -13; SRC3 inh: -79; NCOA2 inhibitor: -59; TROY signal inh: -97; LRH-1 inv ag: -78; SRC1 inh: -62; TWEAK-Fn14 inh: -24; TLR9-MyD88 block: -15

Results for Cc1ccc(Sc2ncccc2N)cc1 ?
TRAIL sens C8: -5; NR2F2 inh: 12; NOD2 RIPK2 PPI: 3; SRC3 inh: 9; NCOA2 inhibitor: -17; TROY signal inh: -1; LRH-1 inv ag: 0; SRC1 inh: -16; TWEAK-Fn14 inh: 4
